# Bioassay records: PubChem BioAssay, several laboratories
# NPR1 activator: GC-A (human) enzyme activation; 370,000 tested, 0.14% active; AID 1671463; activation, % at 10 µM; P16066; HEK293 GC-A cells, cGMP TR-FRET, EC30 ANP; 0% at EC30 ANP, 100% saturating ANP; in the data active = activation above about 40%
# FXN GAA850 act: frataxin GAA850 promoter activation. 360,000 tested, 0.56% active. activation, % at 6 µM. HEK293 lucGAA850 FXN promoter luciferase reporter, 24 h; percent of 10 µM SAHA response;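 active = activation above the average of all compounds screened plus 3 SD, cutoff fixed separately per campaign, cut at about 7.5% in these data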;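 note: 0% = DMSO wells and 100% = 10 µM SAHA wells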
# hgDAF12 agonist: hgDAF-12 agonism, primary luciferase screen; HEK293 GAL4-hgDAF12 UAS-luciferase reporter, agonist luminescence; normalized to butyrate control; 370,000 tested, 1.8% active; activation, % at 6.8 µM; AID 687014;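 active = activation above a cutoff set at the mean of all screened compounds plus 3 SD, cut at about 10% in these data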;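 note: 0% = DMSO wells and 100% = sodium butyrate wells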
# DAX1 inh-1: DAX1 (NR0B1) inhibition, primary screen | HEK293T StAR-luciferase reporter, SF-1/DAX-1 repression relief | inhibition, % at 6.8 µM | 370,000 tested, 1.1% active | AID 652010;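 active = inhibition above the mean over all tested compounds plus 3 SD, cut at about 3.6% in these data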;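 note: 0% = DAX-1 cells with DMSO and 100% = cells lacking DAX-1 with DMSO; higher inhibition means more luminescence from relief of DAX-1 repression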
# GC-B act: GC-B (human) receptor activation. 370,000 tested, 0.11% active. HEK293-GC-B cells, CNP EC30, cGMP TR-FRET; 0% at EC30 CNP, 100% saturating CNP. P20594. activation, % at 10 µM;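 active = activation at 10 µM reaching about 35% in either raw or pattern-adjusted values, limit read from the data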
# Target sequence (P20594 whole entry, looked up): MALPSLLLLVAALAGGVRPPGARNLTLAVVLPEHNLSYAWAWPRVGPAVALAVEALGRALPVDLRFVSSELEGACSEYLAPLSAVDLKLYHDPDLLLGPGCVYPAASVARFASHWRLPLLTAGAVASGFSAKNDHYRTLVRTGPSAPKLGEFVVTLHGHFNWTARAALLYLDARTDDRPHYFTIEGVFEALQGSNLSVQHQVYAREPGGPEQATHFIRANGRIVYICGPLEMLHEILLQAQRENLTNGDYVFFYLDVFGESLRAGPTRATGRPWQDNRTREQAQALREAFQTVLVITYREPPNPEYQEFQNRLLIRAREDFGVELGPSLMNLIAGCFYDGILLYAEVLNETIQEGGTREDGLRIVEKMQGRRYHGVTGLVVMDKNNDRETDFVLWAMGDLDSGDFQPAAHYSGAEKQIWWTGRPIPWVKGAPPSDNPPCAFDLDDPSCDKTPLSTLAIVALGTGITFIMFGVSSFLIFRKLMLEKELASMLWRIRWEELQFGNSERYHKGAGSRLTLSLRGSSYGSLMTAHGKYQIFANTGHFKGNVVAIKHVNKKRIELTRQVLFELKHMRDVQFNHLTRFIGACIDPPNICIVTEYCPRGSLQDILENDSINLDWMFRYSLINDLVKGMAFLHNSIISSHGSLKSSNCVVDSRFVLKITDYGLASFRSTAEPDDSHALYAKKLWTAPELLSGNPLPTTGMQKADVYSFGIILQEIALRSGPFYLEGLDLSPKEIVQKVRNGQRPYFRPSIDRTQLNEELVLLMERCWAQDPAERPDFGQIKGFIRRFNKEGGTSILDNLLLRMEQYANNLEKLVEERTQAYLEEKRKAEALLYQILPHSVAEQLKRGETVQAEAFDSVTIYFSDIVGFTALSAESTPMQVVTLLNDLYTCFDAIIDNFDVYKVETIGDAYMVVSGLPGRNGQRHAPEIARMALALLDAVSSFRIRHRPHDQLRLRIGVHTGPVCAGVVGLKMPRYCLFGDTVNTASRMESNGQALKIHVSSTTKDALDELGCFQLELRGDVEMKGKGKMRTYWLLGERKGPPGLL
# DAX1 inh-2: NR0B1 (DAX1) inhibition; AID 504766; 340,000 tested, 0.99% active; inhibition, % at 6.75 µM; HEK293 Gal4-DAX1 luciferase reporter, luminescence; P51843;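 active = inhibition above the mean over all tested compounds plus 3 SD, cut at about 4.2% in these data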;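 note: 0% = DAX1-transfected cells with DMSO and 100% = empty-vector control cells with DMSO; inhibition shows as a rise in luminescence from relieved DAX1 repression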
# KLK7 zymogen act: activates the human kallikrein-7 zymogen | P49862 | purified proKLK7, EDANS-DABCYL substrate fluorescence; 100% is mature enzyme control, 0% vehicle | 370,000 tested, 0.9% active | activation, % at 7 µM;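 active = activation above the mean of all tested compounds plus 3 SD, computed per campaign excluding outliers beyond control limits, cut at about 13% in these data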
# ssDAF-12 act: activators of S. stercoralis DAF-12 nuclear receptor; activation, % at 6.8 µM; AID 652126; 370,000 tested, 1% active; HEK293 ssDAF-12/GRIP1 lit1-tk-luc reporter, luminescence; % of 3 µM dafachronic acid response;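 active = activation above the mean over all tested compounds plus 3 SD, cut at about 0.9% in these data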;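 note: 0% = DMSO-only wells and 100% = 3 µM delta7-dafachronic acid wells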
# sPLA2-III inh: Blocks human group III sPLA2 activity; QFRET BODIPY PC-A2 liposome hydrolysis, fluorescence; inhibition, % at 12.2 µM; AID 743126; 370,000 tested, 0.56% active;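 active = inhibition above mean plus 3 SD of compounds lying within the high and low control bounds, cut at about 19% in these data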;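 note: 0% = median of test compound wells and 100% = no enzyme DMSO wells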
# SMARCA2 act: increases SMARCA2 function in MMTV reporter cells; MG213 cells, MMTV-luciferase reporter, dexamethasone, overnight; activation, % at 9.1 µM; 370,000 tested, 1% active; AID 652017; in the data active = activation above about 7.8%;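 note: 0% = vehicle wells and 100% = reference activator wells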
# hcDAF12 agonist: H. contortus DAF-12 activation, primary screen; HEK293 hcDAF-12 lit1-tk-luc reporter, luminescence; 0% DMSO, 100% Δ7-dafachronic acid; activation, % at 6.8 µM; 370,000 tested, 1.4% active; AID 652067;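 active = activation above the mean of all tested compounds plus 3 SD, cut at about 5.5% in these data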;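 note: 100% = response to 3 µM Δ7-dafachronic acid high control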
# Starred values were filed as active, the others as inactive; nt = no result given. Compounds as they come. Share with any hit: about 6.7%.
SMILES,NPR1 activator,FXN GAA850 act,hgDAF12 agonist,DAX1 inh-1,GC-B act,DAX1 inh-2,KLK7 zymogen act,ssDAF-12 act,sPLA2-III inh,SMARCA2 act,hcDAF12 agonist
CCCn1cc(C(CC(=O)O)C(=O)O)c2ccccc21 (stereo not given),-2,0.0,-1.2,-0.4,1,0.2,0.2,-1.1,-5,-2,0.1
Cc1ccnc2nc(C(=O)NC3=NCCS3)nn12,0,-0.9,1.3,0.8,7,-0.4,0.6,-0.6,9,1,0.5
C=CCN1C(=NC(=O)CCCC(=O)O)SC2CS(=O)(=O)CC21 (stereo not given),1,-0.2,-0.8,0.3,3,0.3,-0.2,-0.4,2,1,-0.5
COC(=O)C1=C(C)NC(C)=C(C(=O)O[C@@H]2CCCN(Cc3ccccc3)C2)[C@@H]1c1cccc([N+](=O)[O-])c1,-13,-0.8,-0.3,-1.2,-9,-0.4,0.2,-2.0,-9,-3,-2.1
C/C(=N\Nc1ccc([N+](=O)[O-])cc1)c1ccc(-n2nncc2C(C)(C)C)cc1,4,1.8,-0.2,-0.3,-1,1.8,0.4,-1.7,1,0,-0.5
Cc1ccccc1CNC(=O)c1ccccc1NS(C)(=O)=O,1,2.8,2.0,-0.1,5,-0.1,-4.6,-0.9,-2,2,-0.1
Cc1ccc(-n2nc3c(c2NC(=O)C2CCCC2)CS(=O)(=O)C3)cc1,-2,1.0,0.2,0.2,1,0.8,0.6,-0.8,-3,4,2.1
Nc1nonc1C(=O)OCC(=O)c1ccc(Cl)cc1,0,0.6,-2.0,-0.6,-2,0.0,-0.1,-0.8,1,0,0.3
CC(=O)Nc1ccc(Nc2nnc(-c3ccc(O)cc3)c3ccccc23)cc1,-7,2.6,1.1,-0.1,-5,-0.6,-0.1,-1.0,-10,-3,-2.2
COc1cc(-c2ccc(N3C(c4ccsc4)=Cc4ccc(F)cc4C3c3c[nH]c4ccc(C#N)cc34)cc2)cc(OC)c1OC (stereo not given),5,nt,1.2,-0.8,3,nt,0.6,-1.3,16,-3,-3.0
CSc1ccc(S(=O)(=O)N2CCC(C(=O)NCc3ccncc3)CC2)cc1,2,-0.8,-0.9,0.7,2,0.1,-0.2,-1.3,6,-5,-1.3
COc1ccc(C(=O)CC(=O)C(=O)Nc2cccc([N+](=O)[O-])c2C)cc1,-1,1.0,-0.4,0.1,-1,0.0,-0.2,-1.1,7,-4,-0.2
COc1ccc(NC(=O)C(OC(=O)c2ccc([N+](=O)[O-])o2)c2ccccc2)cc1Cl (stereo not given),-3,1.5,1.4,-0.3,-2,-1.1,-0.8,-0.3,4,2,1.0
COc1c(C)cc(Br)cc1C(=O)NC(=S)Nc1ccc(Cl)c(C(=O)O)c1,-2,2.0,-1.9,-0.4,-1,1.0,0.1,-0.6,5,-2,-0.4
COc1cc2cncc(Cc3ccccc3)c2cc1O,3,0.4,-0.8,-0.4,-10,0.4,22*,-1.1,-119,0,-0.4
Cc1nc(C)n(CC(=O)N2CCCC(C(=O)c3cccc4ccccc34)C2)n1 (stereo not given),-5,2.6,11*,1.6,-1,-0.4,0.9,-0.1,4,5,1.2
COc1ccccc1NC(=O)Nc1nc(CC(=O)NCc2c(F)cccc2F)cs1,3,0.8,-2.4,-4.0,10,-2.2,0.2,-1.0,-13,-1,-2.0
CCOC(=O)c1c(-c2cccc(C)c2)csc1NC(=O)c1c(-c2ccccc2)noc1C,3,-6.8,-7.3,-0.8,3,-1.1,-0.5,-0.7,-7,1,-1.9
O=C(NC(=S)Nc1ccc(CN2CCOCC2)cc1)c1ccc(-c2cccc(Cl)c2)o1,0,-0.5,-3.4,-0.8,1,3.0,0.2,-1.4,2,-4,-0.6
O=c1[nH]c2ccc(S(=O)(=O)Nc3ccc(-c4nnc5n4CCCCC5)cc3)cc2o1,5,0.4,-1.1,1.0,0,-0.3,0.2,-0.8,-4,12*,2.7
CC1(C)C2([N+](=O)[O-])CN3CC1([N+](=O)[O-])CN(C2)C31CCCC1,0,1.4,-1.8,0.5,-4,1.2,-0.6,-0.2,-2,0,1.5
O=C(Cc1ccccc1)NC1CCN(C(=O)NCc2ccccc2)CC1,-7,-1.1,0.3,0.2,0,0.5,-0.8,0.2,0,4,0.4
COCCNc1oc(/C=C/c2ccc(F)cc2)nc1S(=O)(=O)c1ccccc1,-34,-3.8,-0.6,-0.7,-12,-0.5,-2.7,-1.3,0,-2,-3.5
COc1cccc(C(=O)Nc2nc(C)cs2)c1,4,-0.5,15*,2.1,9,1.1,0.1,0.0,2,5,1.8
COc1ccc(N2C(=O)/C(=C/c3cccs3)NC2=S)cc1,14,0.9,0.6,0.3,12,1.2,0.7,-1.3,17,-1,2.1
SMILES,NPR1 activator,FXN GAA850 act,hgDAF12 agonist,DAX1 inh-1,GC-B act,DAX1 inh-2,KLK7 zymogen act,ssDAF-12 act,sPLA2-III inh,SMARCA2 act,hcDAF12 agonist
COc1ccc(CNC(=O)CSc2nc3ccc(OC)cc3[nH]2)cc1,-3,0.2,-1.6,0.5,-1,1.8,-0.8,-0.8,-8,-1,-1.1
COc1ccc(S(=O)(=O)N2CCN(c3cccc(C)c3C)CC2)cc1,2,-2.3,0.1,-1.5,4,-1.1,1.2,-0.8,-9,0,1.6
O=C(Nc1ccc2c(c1)ncn2-c1ccccc1)c1ccco1,2,6.6,4.6,1.4,-2,0.7,-0.8,-1.2,1,11*,0.4
CCCC(=O)c1ccc(N2CCC(C)CC2)c(F)c1,1,2.8,3.5,0.3,2,-0.1,0.4,-1.5,2,0,-0.7
CC(C)S(=O)(=O)c1csc(NC(=O)Nc2ccc(Cl)cc2)c1Cl,-1,0.5,1.0,-0.7,-3,-0.1,0.6,-1.1,15,-7,-0.9
CCOc1ccc(C(=O)OCC(=O)NCc2ccco2)cc1OCC,1,1.4,-1.8,-0.7,2,0.7,0.2,-1.3,-7,-1,-0.9
CC1=NN(Cc2ccccc2)C(=O)/C1=C/c1ccc(N(C)C)cc1,3,0.5,2.3,-0.4,-6,-0.3,-0.1,-1.2,6,7,-0.1
O=C(NC1CCCC1)C(c1ccccn1)N(Cc1ccc(F)cc1)C(=O)c1csnn1 (stereo not given),-2,-1.1,0.2,0.1,-3,2.6,0.8,-1.3,-4,0,0.6
COc1ccc(CNc2ccc(S(=O)(=O)N3CCN(C)CC3)cn2)cc1OC,0,1.2,1.1,0.0,9,0.6,-0.1,-0.7,1,-3,-0.3
O=C(Nc1ccc(-c2cnco2)cc1)c1ccc(F)cc1F,0,5.5,9.6,0.5,2,3.3,1.4,-1.3,0,4,0.0
N#CCCN(Cc1cccnc1)CN1C(=O)c2ccccc2C1=O,3,1.6,-3.1,-0.1,2,1.3,-0.6,-0.8,2,-1,-1.1
Cc1c(C(=S)NC(=O)C2CC2)c(=O)n(-c2ccccc2)n1C,0,-1.5,-1.1,-0.2,5,0.9,-0.6,-1.5,3,-3,1.5
CC(=O)c1ccc(NC(=O)Cc2cccs2)cc1,-2,6.1,6.4,1.1,3,3.8,-0.3,0.2,8,0,4.2
O=C(c1ccco1)N1CCN(Cc2nc3ccccc3c(=O)n2-c2ccc(F)cc2)CC1,-8,4.5,-1.0,-1.0,-6,-0.9,0.3,-0.9,-2,4,-2.7
O=C(Cn1cnc2ccc(Cl)cc2c1=O)c1cccs1,-12,0.9,1.0,-0.2,-14,1.2,0.0,-1.3,-35,-2,-0.2
Cc1ccc(NC(=O)c2nc[nH]c2C(=O)N2CCc3ccccc3C2)cc1,3,1.0,2.8,-0.4,0,0.3,-0.4,-0.8,5,3,1.3
Cc1nn(C)cc1/C=N/n1nnnc1N,3,0.4,-0.2,0.3,3,1.8,0.0,-0.6,0,5,0.0
COc1ccccc1NS(=O)(=O)c1cc(NC(=O)c2ccc3ccccc3n2)ccc1Cl,0,1.6,1.0,0.1,0,-0.3,0.0,-0.6,11,-2,1.1
Cc1ccccc1NC(=O)c1ccc2ccccc2c1,0,4.9,6.0,1.1,-2,5.0*,0.4,-0.4,-6,3,2.4
O=C(NNS(=O)(=O)c1ccccc1)c1cccnc1,5,-0.2,1.8,-0.1,3,-0.7,0.0,-1.4,-3,-2,0.3
CC1CCCC(C(=O)O)N1C(=O)CCSC(=O)c1ccccc1 (stereo not given),-4,-1.4,1.2,1.5,-4,0.7,0.4,-1.3,4,-3,-0.8
O=C(NC1CCS(=O)(=O)C1)OC1CCCCC1 (stereo not given),4,0.0,1.6,0.0,-6,0.4,-0.5,-1.3,-4,8,-0.9
CCc1ccccc1N(C(C)=O)c1nc(CCl)cs1,-6,-2.1,-4.6,0.1,2,2.3,-0.3,-1.4,7,2,-2.0
Cn1cc(S(=O)(=O)Nc2ccc(OC(F)(F)F)cc2)c(=O)n(C)c1=O,-1,1.9,-0.1,-0.6,-7,-0.2,0.1,-0.5,-7,2,-1.1
c1cc(-c2cc3cc(N4CCOCC4)ccc3o2)cs1,6,-1.2,15*,3.3,3,4.8*,-1.2,0.0,1,6,5.1
SMILES,NPR1 activator,FXN GAA850 act,hgDAF12 agonist,DAX1 inh-1,GC-B act,DAX1 inh-2,KLK7 zymogen act,ssDAF-12 act,sPLA2-III inh,SMARCA2 act,hcDAF12 agonist
CCCC(=O)NC1=C(C#N)C2(CCCCC2)Cc2ccccc21,-1,3.2,-0.6,-0.1,-2,-1.1,-0.6,-1.2,-4,-1,-1.1
Cc1ccc(N2C(=O)c3ccc(C(=O)O)cc3C2=O)cc1C,-4,-0.7,0.4,0.5,-2,-0.6,0.3,-0.8,-1,2,-0.5
O=C(NNc1cccc(Cl)n1)Nc1ccccc1,-1,2.7,3.5,-0.5,0,-0.9,0.6,-0.8,0,3,-0.6
COc1ccccc1C1/C(=C(/O)c2ccc(C)cc2)C(=O)C(=O)N1CC(C)O (stereo not given),2,-0.5,1.1,1.4,-2,0.6,0.5,-1.0,5,3,-0.5
Cc1ccc(C)c(NC(=O)N2CCCCCC2)c1,-6,1.0,0.4,1.1,2,-0.5,-0.6,-0.7,7,3,0.2
CC[C@@]1(C(=O)OC)N[C@H](CN(C)C(=O)Nc2ccc(Cl)cc2)[C@@H]2C(=O)N(C)C(=O)[C@@H]21,0,-2.0,1.2,-1.4,0,-0.3,0.0,-1.4,10,-4,1.0
O=C(Cc1ccccc1)N[C@@H](Cc1ccccc1)C(=O)O,0,1.4,-1.4,-0.2,1,-0.2,0.2,-0.9,10,-1,-1.9
Cc1cc(C)cc(NS(=O)(=O)c2ccc3[nH]cc(C(=O)N4CCc5ccccc54)c(=O)c3c2)c1,3,0.5,-0.5,0.5,8,0.4,0.4,-0.4,-36,-1,0.6
